Screening data: PubChem BioAssay, several laboratories
ABHD5 PLIN5 PPI: blocks binding of human ABHD5 to perilipin-5; AID 602281; Q00G26+Q8WTS1; Split G. princeps luciferase complementation, luminescence, 4 h; 360,000 tested, 0.78% active; inhibition, % at 4 µM;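 active = inhibition above the mean inhibition across every tested compound plus 3 SD, cut at about 22% in these data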;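 also: 0% = DMSO only wells and the 100% control is not disclosed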
Target sequence (Q00G26 whole entry, looked up): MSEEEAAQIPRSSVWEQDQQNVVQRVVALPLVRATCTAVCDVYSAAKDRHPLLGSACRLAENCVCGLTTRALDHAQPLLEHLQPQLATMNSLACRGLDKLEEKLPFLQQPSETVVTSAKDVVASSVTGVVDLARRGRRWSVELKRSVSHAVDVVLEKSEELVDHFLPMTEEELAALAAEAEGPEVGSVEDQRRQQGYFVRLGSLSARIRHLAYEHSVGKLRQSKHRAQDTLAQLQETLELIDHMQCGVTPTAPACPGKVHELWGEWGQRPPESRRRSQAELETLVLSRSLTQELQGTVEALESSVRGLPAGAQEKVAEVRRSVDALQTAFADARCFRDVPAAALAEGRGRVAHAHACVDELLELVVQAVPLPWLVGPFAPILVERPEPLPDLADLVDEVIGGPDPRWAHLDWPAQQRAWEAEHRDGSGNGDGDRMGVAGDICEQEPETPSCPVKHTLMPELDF
Target sequence (Q8WTS1 whole entry, looked up): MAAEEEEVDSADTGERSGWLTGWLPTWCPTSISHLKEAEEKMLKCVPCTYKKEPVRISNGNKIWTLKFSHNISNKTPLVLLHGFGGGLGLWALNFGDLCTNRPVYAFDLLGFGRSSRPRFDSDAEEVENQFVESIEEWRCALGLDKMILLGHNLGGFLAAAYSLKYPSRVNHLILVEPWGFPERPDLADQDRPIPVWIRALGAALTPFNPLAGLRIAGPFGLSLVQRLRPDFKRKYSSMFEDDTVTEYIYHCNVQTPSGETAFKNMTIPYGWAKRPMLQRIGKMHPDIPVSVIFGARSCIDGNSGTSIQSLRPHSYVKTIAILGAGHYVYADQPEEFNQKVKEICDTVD
H9c2 protect: modulators protecting cardiomyocytes from myocardial damage; AID 588492; 360,000 tested, 0.63% active; H9c2 cardiomyocytes, H2O2 injury protection, ATPLite, 2 h; protection from H2O2 cell death, % at 20 µM;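 active = compounds giving at least 50% protection of heart cells from peroxide-induced death in the single-dose screen, raw or plate-pattern-corrected value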;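 also: 0% = DMSO wells with peroxide and 100% = DMSO wells without peroxide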
N-glyco inh: N-linked glycosylation inhibition | AID 588692 | reporter increase, % at 12.5 µM | 360,000 tested, 0.23% active | D54 ERlucT glycosylation luciferase reporter, 24 h; percent of 100 nM tunicamycin response;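 active = mean luciferase reporter signal, scaled so untreated is 0 and the glycosylation-blocking control 100, at or above a set limit in every replicate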;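 also: luciferase carries N-glycosylation sites so blocking glycosylation raises the light; 0% = median of neutral control wells and 100% = median of 100 nM tunicamycin wells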
m5-HT2A agonist: activates the mouse 5-HT2A serotonin receptor. activation, % at 7.6 µM. 360,000 tested, 0.66% active. AID 624169. CHO-K1 mHTR2A beta-arrestin complementation, luminescence; percent of 30 µM serotonin response. P35363;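 active = activation above a run cutoff, the mean activation of all tested compounds plus 3 SD, cut at about 14% in these data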;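 also: 0% = plate median of compound wells and 100% = 30 µM serotonin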
MC4R antag cAMP: antagonists of human melanocortin 4 receptor (MC4R). P32245. MC4R-expressing cells, MTII-stimulated cAMP, LANCE TR-FRET. inhibition, % at 6.5 µM. 360,000 tested, 0.48% active. AID 540295;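 active = inhibition above its plate's cutoff, the mean of tested wells on that plate plus 3 SD, cut at about 29% in these data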;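 also: 0% = Melanotan II alone and 100% = Melanotan II plus saturating MCL0020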
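Test system: U2OS cells stably expressing human melanocortin 4 receptor (MC4R); also added: Melanotan II challenge; compound: 6.5 µM single dose; timing: 30-min compound preincubation, 1-h Melanotan II challenge, 1-h detection, room temperature; signal: Eu-cAMP/anti-cAMP TR-FRET, emission 671 nm; repeats: one well per compound, no replicates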
aDG glyco up: increases alpha dystroglycan glycosylation | Pro5-aDG cells, alpha-DG glycosylation AlphaScreen (IIH6); 0% Pro5, 100% B10-LARGE cell signal | activation, % at 10 µM | 360,000 tested, 0.22% active;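 active = activation of at least 8% versus controls, or a plate z-score of at least 8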;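 also: Pro5 are CHO cells carrying HIG-tagged alpha-DG that lacks glycosylation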
Granule exo inh: blocks lytic granule exocytosis | TALL-104 LAMP-1 surface exposure, flow cytometry; cells stimulated with thapsigargin and PMA | 360,000 tested, 0.66% active | inhibition, % at 10 µM | AID 651702;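 active = inhibition above about 55%, limit read from the data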
ABCB6 inh 2: inhibitors of human ABC transporter ABCB6. K562-ABCB6 porphyrin accumulation, flow cytometry, 1 h; active compounds read low. 360,000 tested, 0.19% active. fluorescence ratio to DMSO, % at 10 µM;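 active = fluorescence ratio to DMSO below 75%, the collection mean minus 3 SD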;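 also: signal is porphyrin accumulated inside mitochondria; 100% equals median channel fluorescence of DMSO control wells; lower ratio means ABCB6 inhibition with less porphyrin fluorescence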
iPSC survival up: enhancers of human iPSC single-cell survival. survival enhancement, % at 20 µM. 360,000 tested, 0.044% active. hiPSC single-cell survival, ATPlite luminescence; 100% = ROCK inhibitor wells, 0% = DMSO. AID 602274; in the data active = survival enhancement above about 18%;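 also: cells exposed to compounds for 16 hours before the ATP read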
MC4R ag barr: activates human MC4R beta-arrestin recruitment. P32245. U2OS MC4R beta-arrestin complementation, luminescence; percent of melanotan II response, DMSO zero. activation, % at 8.9 µM. 360,000 tested, 0.98% active. AID 540308;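 active = activation above a per-plate cutoff, the mean activation of sample wells on that plate plus 3 SD, cut at about 8% in these data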
An asterisk follows results filed as active.

SMILES | ABHD5 PLIN5 PPI | H9c2 protect | N-glyco inh | m5-HT2A agonist | MC4R antag cAMP | aDG glyco up | Granule exo inh | ABCB6 inh 2 | iPSC survival up | MC4R ag barr
Cc1cc(N2C(=O)C(O)=C(C(=O)c3ccco3)C2c2ccccc2F)no1 (stereo not drawn) | -8 | 5 | 1 | 7 | 16 | 3.6 | 3 | 105 | -0.3 | 2.6
Cc1cc(S(=O)(=O)NC2CCCCC2)ccc1OCC(=O)N1CCOCC1 | -6 | -5 | -1 | -3 | -5 | -0.1 | -1 | 101 | -3.1 | 1.8
O=C(N=C1SC2CS(=O)(=O)CC2N1Cc1ccccc1)C1CC1 (stereo not drawn) | 3 | -2 | 2 | 1 | 11 | -0.2 | 5 | 102 | -0.5 | -0.9
O=C(NCC(=O)N1CCCC(C(F)(F)F)C1)c1ccccc1F (stereo not drawn) | 2 | 0 | -2 | -7 | 8 | 0.1 | -2 | 96 | -0.4 | -3.6
Cc1cccc(C)c1OCCCCN1CCCCC1 | 11 | 0 | -1 | -2 | 2 | 0.1 | -33 | 92 | -0.5 | 1.2
C=CCn1c(N)c(C(=O)NCC2CCCO2)c2nc3ccccc3nc21 (stereo not drawn) | -26 | 47 | 2 | 0 | -8 | -0.2 | -3 | 107 | 0.0 | -3.5
Cc1cc(C)c(-c2c(O)c3ccccc3n(C)c2=O)c(C)c1 | 9 | -6 | 0 | 3 | 9 | 0.0 | -5 | 98 | -0.7 | 2.2
O=C(CCCCl)NC1=NN(c2ccccc2)C(=O)C1 | -29 | -2 | 0 | -3 | 16 | -0.1 | -3 | 103 | -1.2 | 2.0
COc1ccccc1Nc1nnc(SCC(=O)N2CCCC2=O)s1 | -7 | 0 | 3 | 4 | -5 | 0.2 | 2 | 100 | 1.9 | 1.7
C=CCNC(=O)C1CC(=O)N(c2ccc(OCC(=O)Nc3ccccc3)cc2)C1 (stereo not drawn) | 8 | -5 | -3 | 1 | 7 | -0.1 | 1 | 99 | -0.4 | -2.1
C[C@@H](C(=O)NCc1ccccn1)[C@H]1C[C@]1(C)[C@H](NC(=O)OCc1ccccc1)c1ccccc1 | -7 | 20 | -3 | -5 | 15 | -0.2 | -4 | 83 | -1.1 | -1.5
Cc1cc(C)c(S(=O)(=O)NCCC2CCCN2C)c(C)c1 (stereo not drawn) | -4 | 0 | -1 | -6 | 3 | 0.1 | 9 | 95 | -0.9 | -0.4
O=C(NCc1ccccc1)c1nncc(-c2ccccc2)n1 | 5 | 25 | 2 | 0 | -1 | 0.1 | -13 | 87 | 2.3 | -1.2
COc1ccc(C/C(C)=N/NC(=O)c2cccnc2)cc1 | 8 | 7 | 1 | -6 | 11 | -0.4 | -2 | 96 | -0.9 | 4.1
Cn1c(C(=O)NCCN2CCc3ccccc3C2)cc2c(=O)n(C)c3ccccc3c21 | 7 | 39 | 6 | -4 | 9 | 0.1 | -4 | 109 | -1.2 | 1.0
Cc1ccc(-c2nn(-c3ccccc3)cc2C2CC(c3cccs3)=NN2C(=O)CCC(=O)O)cc1 (stereo not drawn) | 2 | -1 | 0 | 3 | 3 | -0.1 | 0 | 92 | 1.5 | 0.4
O=C(Cn1cnc2ccccc21)Nc1ccccc1-c1ccccc1 | 0 | -5 | 0 | -2 | 7 | -0.1 | 3 | 103 | -0.4 | -1.3
COc1ccc(/C(O)=C2/C(=O)C(=O)N(CCCN3CCOCC3)C2c2ccc(Cl)cc2)cc1 (stereo not drawn) | 1 | 1 | 6 | -4 | 0 | -0.1 | -4 | 99 | -2.0 | 3.7
OC(c1ccccc1)c1nc2ccccc2[nH]1 (stereo not drawn) | -10 | -1 | 1 | -2 | -1 | -0.1 | -6 | 79 | 0.6 | -0.7
C/C=C/C(=O)N[C@@H]1c2ccccc2CC[C@@H]1OCc1ccccc1 | 5 | 2 | -1 | -1 | 3 | 0.0 | 0 | 97 | -1.2 | -2.3
O=C(Nc1cnc2ccccn2c1=O)c1ccc(F)cc1 | 0 | -3 | -5 | 17* | 6 | 0.2 | 0 | 93 | 3.8 | -1.1
CCC(=O)N1N=C(c2ccc(NS(=O)(=O)c3ccc(C)cc3)cc2)CC1c1ccco1 (stereo not drawn) | -5 | -1 | 3 | -7 | 4 | -0.1 | 3 | 100 | 0.4 | -3.7
Cc1cc(C)c(S(=O)(=O)Nc2ccc(Cl)cn2)c(C)c1 | -4 | -2 | 0 | 4 | -5 | 0.0 | 8 | 92 | 0.8 | -0.2
O=C(NC(=S)Nn1cnnc1)c1ccccc1Br | -10 | -1 | -1 | 5 | 0 | -0.2 | -8 | 100 | 0.4 | -2.2
Cc1cccc(C(=O)Nc2ccc(C(=O)Nc3ccc(O)cc3)cc2)c1 | 7 | 11 | -1 | 1 | 7 | 0.3 | 4 | 101 | 0.2 | -1.0
O=C(NCCC(=O)N(Cc1ccco1)Cc1cccs1)c1ccc([N+](=O)[O-])cc1 | 19 | 4 | 0 | 0 | 0 | 0.4 | -5 | 94 | -0.5 | -1.3
CCN(CC)CCCN(C(C)=O)c1nc(-c2cc(OC)ccc2OC)cs1 | 4 | 12 | 2 | -6 | -1 | 0.2 | -4 | 94 | -0.8 | -0.3
COc1ccc(C(=O)NCCCN2CCCC2=O)cc1 | -1 | -3 | -1 | 8 | 5 | -0.1 | 0 | 89 | -2.1 | -0.7
CCOC(=O)N1CCN(C(=O)CSCC(=O)Nc2nc(-c3ccc4c(c3)OCO4)cs2)CC1 | -4 | 10 | 1 | 0 | -2 | 0.0 | -1 | 82 | -0.2 | -1.3
O=S(=O)(/C=C/c1ccccc1)Oc1ccccc1 | 5 | 4 | -13 | -2 | 10 | 0.5 | -5 | 97 | -2.7 | -1.0
O=C(NNS(=O)(=O)c1ccccc1F)c1sccc1-n1cccc1 | -4 | -4 | 0 | 5 | 0 | 0.0 | 4 | 103 | 1.5 | -0.2
O=C1/C(=C\Nc2ccc(OC(F)(F)F)cc2)CCN1c1ncccn1 | 4 | 6 | 0 | 7 | -4 | 0.5 | 0 | 99 | 2.1 | -0.8
CC(C)OCC(O)CN1CCN(CCN2C(=O)c3cccc4cccc(c34)C2=O)CC1 (stereo not drawn) | -2 | 7 | 33* | 1 | 10 | 0.4 | 1 | 95 | -0.4 | -2.7
CCC[N+](CC#CCO)(CC#Cc1ccccc1)CCC | -3 | 0 | 1 | -1 | 24 | -0.1 | -2 | 93 | -0.1 | -1.6
O=[N+]([O-])c1cccc(/C=C2\CCc3cnn(C4CCS(=O)(=O)C4)c32)c1 (stereo not drawn) | 6 | 16 | -1 | 0 | 5 | -0.1 | 3 | 93 | 3.2 | -2.3
COCCCNC1=C(C#N)C(=O)NC(c2cccs2)S1 (stereo not drawn) | -27 | 7 | 0 | -1 | -3 | -0.2 | -2 | 104 | -1.9 | -0.9
O=C(Cc1n[nH]c(=O)[nH]c1=O)N/N=C/c1ccccc1 | -1 | -2 | 2 | 1 | 2 | 0.1 | 4 | 102 | -1.4 | -1.6
CC(C)CC1C(=O)N(Cc2cn(Cc3ccco3)nn2)CCS(=O)(=O)N1Cc1ccc(-c2cccc(N(C)C)c2)cc1 (stereo not drawn) | 8 | -16 | -6 | 2 | 5 | -0.3 | 5 | 100 | -1.9 | -2.1
Nc1nnc(SCC(=O)Nc2nccs2)s1 | -2 | 2 | 3 | -4 | -8 | -0.1 | -3 | 97 | -0.1 | -1.1
C#CCOCCOCCOCCNc1nc(N2CCN(C(=O)Cn3cc(CCCCN)nn3)CC2)nc(N2CCN(C(=O)[C@H]([C@@H](C)CC)n3cc(CCCCN)nn3)CC2)n1 | 2 | 0 | 0 | -1 | 2 | 0.3 | -8 | 95 | 0.7 | -1.1
CC1(C(=O)Nc2ccccc2)CCN1C(=O)Cc1ccc(-c2ccccc2)cc1 (stereo not drawn) | -2 | -8 | -1 | -7 | 15 | 1.2 | -3 | 99 | 0.4 | -0.7
CCc1nc2ccc(C(=O)NCc3ccco3)cc2nc1CC | 11 | 1 | -1 | -1 | -2 | 0.3 | 2 | 97 | 0.2 | -0.1
CN(C)/C=N/C(=S)Nc1ccc(Cl)c(Cl)c1 | -1 | -7 | 0 | -1 | 14 | 0.5 | -2 | 103 | -1.0 | 1.0
Cc1cccc(-n2ncc3c(NCc4cccnc4)ncnc32)c1 | 3 | -22 | -1 | 8 | 4 | 0.2 | 3 | 95 | 0.1 | -0.6
CCSC(=O)N1c2ccc(OC)cc2C=CC1C#N (stereo not drawn) | -2 | -5 | 5 | -2 | -23 | -0.1 | -4 | 98 | -0.1 | -1.0
COc1ccc(C(CNC(=O)CCNS(=O)(=O)c2ccc(C)cc2)N2CCOCC2)cc1 (stereo not drawn) | -4 | -4 | 0 | -4 | 6 | 0.4 | -7 | 102 | 0.0 | -1.3
COc1cccc(C(O)c2ncc(-c3ccccc3Cl)[nH]2)c1 (stereo not drawn) | -8 | -4 | -1 | -6 | -3 | -0.2 | 0 | 97 | -0.2 | -1.8
CC(=O)Nc1ccc(NC(=O)[C@@H](NC(=O)c2ccccc2F)C(C)C)cc1 | -7 | -2 | 0 | -8 | 17 | -0.1 | -7 | 97 | 0.1 | 1.0

Copied from the list:
CCSC(=O)N1c2ccc(OC)cc2C=CC1C#N (stereo not drawn) | MC4R ag barr: -1.0
CC(C)CC1C(=O)N(Cc2cn(Cc3ccco3)nn2)CCS(=O)(=O)N1Cc1ccc(-c2cccc(N(C)C)c2)cc1 (stereo not drawn) | H9c2 protect: -16
COc1ccc(C(CNC(=O)CCNS(=O)(=O)c2ccc(C)cc2)N2CCOCC2)cc1 (stereo not drawn) | aDG glyco up: 0.4

The list goes on:
SMILES | ABHD5 PLIN5 PPI | H9c2 protect | N-glyco inh | m5-HT2A agonist | MC4R antag cAMP | aDG glyco up | Granule exo inh | ABCB6 inh 2 | iPSC survival up | MC4R ag barr
O=C1C=C(NCc2ccc(Cl)c(Cl)c2)C2(CCCCC2)O1 | 4 | -13 | -4 | -1 | 14 | 0.2 | 0 | 97 | 0.0 | 0.0
Nn1cnnc1SCC(=O)Nc1ccc2c(c1)OCCO2 | 2 | -4 | 1 | 3 | 0 | 0.0 | 0 | 90 | -0.8 | 0.5
CC1(NC(=O)c2cccc(S(=O)(=O)N3CCN(c4ccccc4)CC3)c2)CCS(=O)(=O)C1 (stereo not drawn) | -1 | -8 | -1 | 2 | 7 | -0.2 | 2 | 96 | -0.1 | 1.8
COc1ccc(NC(=O)CCOc2ccccc2)cc1 | 7 | -3 | -2 | 4 | 3 | 0.4 | 3 | 105 | -4.8 | -1.6

Part of the list above in a different format:
structure	ABHD5 PLIN5 PPI	H9c2 protect	N-glyco inh	m5-HT2A agonist	MC4R antag cAMP	aDG glyco up	Granule exo inh	ABCB6 inh 2	iPSC survival up	MC4R ag barr
O=C1C=C(NCc2ccc(Cl)c(Cl)c2)C2(CCCCC2)O1	4	-13	-4	-1	14	0.2	0	97	0.0	0.0
CC1(NC(=O)c2cccc(S(=O)(=O)N3CCN(c4ccccc4)CC3)c2)CCS(=O)(=O)C1 (stereo not drawn)	-1	-8	-1	2	7	-0.2	2	96	-0.1	1.8
